# From PubChem
# TNAP inh hi DEA – human TNAP enzyme inhibitors, primary screen, biochemical, luminescent, high phosphate acceptor level, uHTS | Alkaline phosphatase, tissue-nonspecific isozyme (Homo sapiens), P05186 | purified TNAP, CDP-star luminescence, 1 M DEA | inhibition, % at 20 µM | 200,000 tested, 0.03% active | AID 1135, 2008;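 active means over 50% inhibition of tissue-nonspecific alkaline phosphatase at 20 µM in the single-dose screen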;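 further: plate controls were DMSO wells for no effect and EDTA-quenched wells as full inhibition for full effect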
# Lmaj promast – Leishmania major promastigote growth inhibition, primary screen | Leishmania major promastigotes, resazurin fluorescence viability | inhibition, % at 10 µM | 200,000 tested, 9% active; in the data active means inhibition above about 50%;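 further: promastigotes grown with compound for 44 hours at 28 °C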
# Redox H2O2 prof – compounds producing H2O2 with reducing agent – biochemical, NIH compound library profiling, artefact control for MLSCN library redox annotation, primary screen | activation, % at 10 µM | DTT-dependent redox cycling H2O2, phenol red/HRP absorbance; 100% = 100 µM peroxide control, 0% = buffer | AID 878, 2007 | 200,000 tested, 0.03% active;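 active means activation of at least 50% relative to the plate's high and low controls in the primary single-dose screen; inactive means activation below 50%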;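 further: compound incubated with DTT at 0.8 mM final as the reducing agent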
# PMI act satM6P – human PMI activators, high substrate, primary screen, biochemical, fluorescence intensity, near-saturating mannose 6-phosphate; coupled PMI enzyme assay, resazurin fluorescence, 20 min; active compounds read high; 1 = untreated enzyme, 0 = substrate-free blank; AID 1216, 2008; 190,000 tested, 0.34% active; Mannose-6-phosphate isomerase (Homo sapiens), P34949; activation factor at 20 µM;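 active means activation factor of 2 or more at 20 µM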
# Target sequence (P34949 whole entry, looked up): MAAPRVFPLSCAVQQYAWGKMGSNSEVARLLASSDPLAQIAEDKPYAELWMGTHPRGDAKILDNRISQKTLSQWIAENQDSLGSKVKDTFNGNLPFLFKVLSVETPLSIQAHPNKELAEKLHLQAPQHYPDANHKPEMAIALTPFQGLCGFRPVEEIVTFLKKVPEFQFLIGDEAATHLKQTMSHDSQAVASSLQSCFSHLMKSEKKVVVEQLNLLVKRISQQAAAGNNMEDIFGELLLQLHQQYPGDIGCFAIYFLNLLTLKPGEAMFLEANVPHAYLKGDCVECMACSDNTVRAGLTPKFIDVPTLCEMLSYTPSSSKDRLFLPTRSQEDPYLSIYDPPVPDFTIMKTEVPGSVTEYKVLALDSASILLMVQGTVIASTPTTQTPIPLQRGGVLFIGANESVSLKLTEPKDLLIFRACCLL
#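 Technique: Diaphorase-driven resazurin-to-resorufin fluorescence, excitation 544, emission 590 nm | Assay system: Human PMI in coupled enzyme assay | Times: Enzyme reaction with compound 20 min at room temperature | Medium: HEPES-buffered pH 7.4 with magnesium and detergent | Reagent: Mannose-6-phosphate 1.0 mM (near-saturating) plus 0.22 mM NADP+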
# PMI activator – activators of human PMI, primary screen, biochemical, fluorescence intensity, near-Km mannose 6-phosphate; Mannose-6-phosphate isomerase (Homo sapiens), P34949; purified human PMI, coupled resazurin fluorescence, 20 min; active compounds read high; 1 = vehicle control, 0 substrate-free wells; activation factor at 20 µM; 190,000 tested, 0.005% active;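 active means activation factor of 2 or more at 20 µM, relative to plate controls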
# TNAP inh noacc – human TNAP enzyme inhibitors, primary screen, biochemical, luminescent, no phosphate acceptor, uHTS; inhibition, % at 20 µM; purified TNAP, CDP-star luminescence, 30 min; 200,000 tested, 0.26% active;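 active means tissue-nonspecific alkaline phosphatase inhibition above about 50% at 20 µM in the single-dose screen, limit read from the data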;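 further: 0% = DMSO negative control and 100% = EDTA positive control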
# Hsp70 act – Hsp70 transcriptional activators, primary screen, cell-based, HeLa, Hsp70 promoter luciferase, luminescence, 10 µM | HeLa Hsp70 promoter luciferase reporter; scaled: vehicle 0, proteasome-inhibitor control 100% | activation, % at 10 µM | 200,000 tested, 0.04% active;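 active means activation above the mean across all tested compounds plus 3 SD, cutoff set per campaign, cut at about 5.5% in these data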;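 further: 100% = MG132 at 30 µM as the positive control and 0% = DMSO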
# S1P3 antag – S1P3 receptor antagonists, primary screen, cell-based | 170,000 tested, 0.27% active | Sphingosine 1-phosphate receptor 3 (Homo sapiens), Q99500 | inhibition, % at 4.98 µM | AID 485, 2006 | CHO S1P3 NFAT-BLA reporter, FRET fluorescence, antagonist mode;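 active means inhibition above the plate cutoff, the mean inhibition of test wells on that plate plus 3 SD, cut at about 28% in these data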;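 further: cells challenged with S1P at its EC80 of 0.8 µM; blue over green emission ratio from cleaved BLA substrate after 4 h stimulation; 0% = S1P-stimulated wells and 100% = unstimulated DMSO-only wells; some compounds past the cut are filed as inactive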
# Target sequence (Q99500 whole entry, looked up): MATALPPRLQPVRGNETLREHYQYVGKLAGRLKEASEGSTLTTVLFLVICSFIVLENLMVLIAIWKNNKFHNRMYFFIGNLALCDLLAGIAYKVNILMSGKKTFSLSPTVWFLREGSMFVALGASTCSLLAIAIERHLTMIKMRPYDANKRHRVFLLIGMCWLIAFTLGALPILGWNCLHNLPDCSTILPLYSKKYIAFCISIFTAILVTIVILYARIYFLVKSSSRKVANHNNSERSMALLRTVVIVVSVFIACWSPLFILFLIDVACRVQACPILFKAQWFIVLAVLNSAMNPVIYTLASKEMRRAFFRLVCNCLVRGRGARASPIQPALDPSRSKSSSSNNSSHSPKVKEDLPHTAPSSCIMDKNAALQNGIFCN
# RAM network inh – inhibitors of the yeast RAM network, primary screen, dse1pr::URA3 reporter, 5-FOA selection; inhibition, % at 50 µM; AID 868, 2007; S. cerevisiae dse1pr::URA3 reporter, 5-FOA growth OD615, 2 d; analog-sensitive cbk1-as2 kinase mutant strain; 190,000 tested, 1.8% active;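 active means inhibition above a set limit, 3 SD over mean compound inhibition, cut at about 8.4% in these data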;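 further: 0% = DMSO-only wells with no growth and 100% = 10 µM 1-NA-PP1 full growth; inhibition rescues growth on 5-FOA so higher OD means more RAM inhibition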
# HMGR II inh – inhibitors of E. faecalis class II HMGR, primary screen, biochemical, Enterococcus faecalis; HMG-CoA reductase (Enterococcus faecalis, mvaE); purified E. faecalis HMGR, NADPH absorbance 340 nm kinetic; inhibition, % at 10 µM; 190,000 tested, 0.41% active; AID 1066, 2008;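 active means inhibition above a set limit, the median over all tested compounds plus 3 SD, cut at about 9.5% in these data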;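 further: enzyme runs in reverse so mevalonate oxidation gives rising NADPH absorbance; 0% = complete reaction with DMSO and 100% = background rate lacking mevalonate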
# Numbers without * were called inactive; nt = no result given.
SMILES,TNAP inh hi DEA,Lmaj promast,Redox H2O2 prof,PMI act satM6P,PMI activator,TNAP inh noacc,Hsp70 act,S1P3 antag,RAM network inh,HMGR II inh
COC(C#CCCN(C)C)(c1ccccc1)c1ccccc1,-4,100*,0.6,0.9,1,-21,-0.2,3,2.9,-1
CSc1nsc(/C=C/Nc2ccc(F)cc2F)c1C#N,-1,18,-0.7,0.8,1.1,-12,0.0,-2,0.9,-3
NS(=O)(=O)c1ccc(CCNC(=O)NC2(C(F)(F)F)Oc3ccccc3O2)cc1,11,9,1.1,1.1,1,27,-0.2,nt,2.8,6
COCCn1c(=NC(=O)/C=C/c2ccccc2Cl)sc2cc(NC(C)=O)ccc21,-2,22,-0.4,1,1,1,-0.3,4,0.4,0
Cc1ccc(-c2noc(CSc3nnc(-c4ccncc4)n3-c3ccc(C)cc3)n2)cc1,2,14,1.9,1,1,-1,-0.4,nt,0.1,1
CCOC(=O)C1CCN(CCC(=O)Nc2ccccc2Cl)CC1,-6,78*,-0.8,1.1,1.1,-8,-0.3,nt,1.2,3
Cc1ccc(NC(=O)CCC(=O)O)cc1F,-3,-7,0.8,1,1,-10,0.1,-4,0.0,0
OC(c1ccccn1)(c1ccccn1)c1ccccn1,2,4,-0.4,1.3,1.3,-78,0.2,-5,-1.2,-4
COc1cc(C2Nc3ccc4ncccc4c3C3=C2C(=O)CCC3)cc(OC)c1O (stereo unspecified),-2,-3,1.1,0.6,0.5,-11,-0.5,-9,0.1,-1
O=C(Nc1ccc(-c2cn3ccccc3n2)cc1)c1cccs1,-4,3,-2.3,1.1,1,-14,0.0,-15,2.0,-3
CC(NC(=O)c1cc(=O)[nH]c2ccc(Br)cc12)c1ccccc1 (stereo unspecified),-6,-4,-0.1,1.1,1,-8,-0.2,3,5.5,-4
Nc1c([N+](=O)[O-])c(=O)oc2ccccc12,2,-6,-0.1,1,1.1,2,2.0,-1,2.3,1
O=C(COc1ccccc1N1C(=O)c2ccccc2C1=O)c1ccc(Cl)cc1,-4,-8,1.9,0.9,0.8,-8,-0.3,nt,-0.2,-3
CCc1ccc(NC(=S)NCC2CCCN2CC)cc1 (stereo unspecified),0,36,-2.1,1,1,2,0.1,-5,1.0,4
Cc1ccc(S(=O)(=O)Nc2ccc(Cl)cc2)cc1NC(=O)Cn1cnc2c1c(=O)n(C)c(=O)n2C,0,0,0.2,1.1,1,-14,-0.3,2,0.5,1
O=C(c1ccco1)N1CCN(Cc2cn[nH]c2-c2ccc(F)cc2F)CC1,-6,-3,-0.8,1,1,78*,-0.2,-7,1.7,0
Cc1cc(NS(=O)(=O)c2ccc(NC(=O)CCc3ccccc3)cc2)no1,-10,-3,3.1,1,1,-16,-0.3,-6,3.0,-2
COc1ccc(NS(=O)(=O)c2ccc(NC(=O)c3ccc(Br)cc3)cc2)nn1,-3,-20,-1.2,0.9,0.9,-5,-0.4,-2,3.3,-7
CCOC(=O)/C(=C/c1ccco1)NC(=O)c1ccc(Br)o1,0,0,12,0.9,1.1,-13,-0.1,-8,-0.7,-6
CCCOC(=O)c1sc2nc3c(cc2c1N)C(=O)CCC3,-4,1,0.4,0.9,1,-8,0.1,18,2.6,-5
Cc1cc2ncn(C(=O)c3c(-c4c(Cl)cccc4Cl)noc3C)c2cc1C,-5,-1,-0.1,0.9,0.9,-8,-0.3,-5,3.5,2
CCOC(=O)C1=C(CSc2nc(C)cc(C)c2C#N)OC(N)=C(C#N)C1c1cccs1 (stereo unspecified),-3,-5,0.9,0.4,0.6,-10,-0.2,nt,2.1,1
Cc1cccc(NC(c2ccc(O)cc2)c2ccc3ccc(C)nc3c2O)n1 (stereo unspecified),-5,-6,-0.5,0.9,0.9,16,-0.4,nt,-0.7,-3
O=C(CNS(=O)(=O)c1ccccc1)NCC(=O)OCc1ccc(C(=O)c2ccccc2)cc1,-6,13,-0.5,0.9,0.9,-5,-0.4,-12,2.7,-6
O=c1oc2c(CN3CCOCC3)c(O)ccc2c2c1CCC2,-2,9,-0.3,0.9,0.9,-11,0.0,-10,0.4,1
COc1ccc2c(c1OC)C(=O)N(c1ccc(C)cc1)C2=O,-5,-5,-0.4,1.1,1,-13,-0.1,-10,1.4,-4
COC(=O)Cn1c(=O)c(=O)n(CC(=O)OC)c2ccccc21,-5,-1,-0.8,1,1.1,-15,-0.1,-14,4.5,1
C=CCNC(=O)c1scc2c1CCCC2,2,-4,-0.5,1,1,-6,-0.3,-2,0.7,-4
CCCC1N2CC3([N+](=O)[O-])CN1CC([N+](=O)[O-])(C2)C3(C)C (stereo unspecified),-4,-4,0.1,1,1,-17,-0.4,-5,0.6,-1
CN(CCN1CCc2ccccc2C1)Cc1nc(Cc2ccccc2F)no1,-2,85*,0.5,1,1,-4,0.2,1,-1.7,-6
CCOC(=O)c1sc2nc(C)nc(Nc3ccc(OC)cc3)c2c1C,0,2,-0.8,1,1,-1,-0.1,-18,4.5,-1
Oc1cc2ccccc2cc1-c1n[nH]c(=S)n1Cc1ccco1,3,-10,-0.1,0.9,0.9,-33,-0.1,-11,2.8,-2
COc1ccc(C2C(C(=O)Nc3cccnc3)=C(C)Nc3nc(-c4cccs4)nn32)cc1OC (stereo unspecified),-6,1,0.2,0.9,0.9,-1,-0.1,-6,-1.0,0
COC(=O)CN1C(=O)CC(C)(C)Sc2ccccc21,0,-5,0.9,1.1,1.1,-9,0.0,0,0.0,-3
O=C(Nc1ccc(Cl)c(C(F)(F)F)c1)C1CCCN(S(=O)(=O)c2cnc[nH]2)C1 (stereo unspecified),6,0,3.4,1,1,1,-0.3,-4,-0.1,-3
Cc1cccc(C(=O)NN(C)c2nc(-c3ccccc3)nnc2C(F)(F)F)c1,-4,-6,-4.7,0.9,1,-4,0.4,nt,2.9,-4

# The last 2 compounds of the part before come first, to join the parts:
SMILES,TNAP inh hi DEA,Lmaj promast,Redox H2O2 prof,PMI act satM6P,PMI activator,TNAP inh noacc,Hsp70 act,S1P3 antag,RAM network inh,HMGR II inh
O=C(Nc1ccc(Cl)c(C(F)(F)F)c1)C1CCCN(S(=O)(=O)c2cnc[nH]2)C1 (stereo unspecified),6,0,3.4,1,1,1,-0.3,-4,-0.1,-3
Cc1cccc(C(=O)NN(C)c2nc(-c3ccccc3)nnc2C(F)(F)F)c1,-4,-6,-4.7,0.9,1,-4,0.4,nt,2.9,-4
Cc1cc(CNC(=O)c2cccc([N+](=O)[O-])c2C)c2ccccc2n1,-8,21,-1.2,1.1,1.1,-15,-0.3,-6,-0.1,-1
Cc1ccc(NC(=O)c2ccc(NS(=O)(=O)c3c(C)noc3C)cc2)cc1C,-3,1,0.8,0.9,0.9,-2,0.2,15,2.2,-5
Nc1nc(SCC(=O)N2CCc3ccccc3C2)[nH]c(=O)c1-c1ccccc1,-5,2,1.7,1.3,1,6,-0.4,-19,-0.1,1
CS(=O)(=O)NCc1nnc(SCc2ccccc2C(F)(F)F)o1,-9,-3,1.6,1,1,1,-0.2,-7,0.0,-3
CN(Cc1ccccc1)C(=O)COC(=O)c1ccc(Cl)cc1N,0,-8,-1.6,1.1,1.1,8,0.1,-10,2.1,0
O=C(c1ccc(-c2ccccc2)cc1)C1CCCN(C(=O)c2cncs2)C1 (stereo unspecified),-7,58*,-1.0,0.8,0.8,-7,-0.2,8,-0.9,-4
CCOC(=O)c1cnn(-c2ccc(F)cc2)c1N,-7,-2,-0.4,1,1,-12,-0.5,-12,0.4,-4
Cc1ccccc1OCCCN1C(=O)C(=O)c2cccc(C)c21,5,20,-0.1,0.8,0.8,0,-0.1,9,-0.9,-1
COc1ccc(OC)c(-c2cc(C(=O)N3CCc4ccccc4C3)no2)c1,-6,-3,-1.0,0.8,0.8,-16,0.0,-29,12*,-2
CCN(CC)CCNC(=S)Nc1ccc(F)cc1,-5,-5,-0.5,1,1,-9,-0.4,-23,1.0,-4
O=C(CSc1ccc(-c2ccco2)nn1)NCc1ccc(Cl)cc1,-3,32,0.6,1,0.9,10,-0.4,-1,1.5,0
CC1(C)CC(NC(=S)NCc2ccco2)CC(C)(C)N1,-5,-3,-1.4,1,1,-15,0.0,18,0.8,-2
CC1(C)CC(=O)c2c(Cc3ccccc3)noc2C1,-6,1,-2.3,1.1,1.1,0,0.2,0,0.4,1
Cc1nc(SCC(=O)NCc2ccco2)c2c(C)c(C)sc2n1,-5,-9,3.0,1,0.9,-16,-0.3,-3,1.0,-1
CCn1c2ccccc2c2cc(CN3CCN(C(=O)c4ccco4)CC3)ccc21,-8,12,0.4,0.8,0.8,-10,0.0,13,0.0,0
CCOC(=O)N1CCN(C(=O)c2ccccc2Oc2ccccc2)CC1,-4,-3,-1.1,1,0.9,-14,0.0,-28,0.7,0
CC(C)=C(NC(=O)c1ccccc1)C(=O)NCCCC(=O)O,-5,-4,1.7,1.1,1,7,0.0,-2,1.3,-7
Cc1ccc(-c2nc3n(n2)Cc2ccccc2-3)cc1,-2,4,3.2,1.2,1.2,4,-0.4,nt,0.9,-3
COc1ccc(Nc2nc(N)nc(CSCCO)n2)cc1,-4,2,-0.1,1.1,1,-25,-0.1,nt,0.8,-1
CCCN(CC1CC1)C(=O)CSc1nnc(-c2cc(-c3cccs3)nc3ccccc23)o1,-1,19,0.6,1,1,-10,-0.4,nt,4.3,-2
COc1cc(NC(=O)C2CC2)c(OC)cc1NC(=O)CCC(=O)NC1CCN(Cc2ccccc2)CC1,-6,-6,1.3,1.1,1,-19,-0.3,8,2.3,1
CNS(=O)(=O)c1cccc(C(=O)Nc2cccc(Cl)c2)c1,9,-2,-1.7,1,1,-8,-0.1,nt,1.4,-7
Cc1csc(N(C)C(=O)CSc2nnc(COc3ccccc3C)o2)n1,-5,-2,-0.1,0.9,0.9,-19,-0.4,nt,5.5,0
COC(=O)CCn1nc(-c2ccc(C)cc2)c2ccccc2c1=O,-8,-2,-1.0,1.1,1,-7,0.0,0,-0.2,-6
CN1CCC(=NNC(=O)C(=O)Nc2cccc(Br)c2)CC1,-4,2,-0.5,1,1.2,-16,-0.1,-18,1.3,1
Nc1ccccc1OCCOCCOCCOc1ccccc1N,-3,9,-0.5,0.9,0.9,-11,-0.3,-21,0.7,0
CCCCOP(=O)(OCCCC)C(O)c1ccc(Br)cc1 (stereo unspecified),-1,3,0.5,0.9,0.9,-3,-0.2,7,-0.1,-10

# No enrichment for hits, and some 12% of all compounds hit somewhere here.
